Screening results deposited in PubChem BioAssay by Broad Institute.
PAX8 inh HTS = inhibitors of PAX8-driven TPO luciferase reporter, primary screen, RMG-I cells, single concentration; SteadyGlo, 24 h; inhibition, % at 12.6 µM; hit rate 1.2% among 360,000; AID 652154, 2013;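 active means mean replicate inhibition at least 60% with every replicate also reaching 60%; inconclusive means only one of the two criteria is met; inactive means mean below 60% and not all replicates reaching 60%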;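 further: luciferase light reporting Pax8 driven TPO promoter activity; plate controls were median of neutral control wells for no effect and mitoxantrone controls for full effect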
DENV2 CPE rescue = inhibitors of DENV2 cytopathic effect, primary screen, cell-based, plate reader, single concentration; CPE inhibition, % at 9.99 µM; DENV2-infected cells, cytopathic effect rescue; hit rate 1.7% among 350,000; in the data active means CPE inhibition above about 20%, passing the limit was not always enough; inconclusive means no clear call, values can overlap the other calls; tested in BHK-21 cells;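 further: 0% = median of neutral control wells and 100% = median of positive control wells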
LGR2 antag = inhibitors of bursicon-induced LGR2 CRE-luciferase signal, primary screen, cell-based, HEK293, CRE-luciferase reporter, bursicon stimulation. Drosophila bursicon receptor LGR2 (rickets). bursicon-stimulated, 4 h. inhibition, % at 9.99 µM. hit rate 0.35% among 380,000. AID 720647, 2013;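 active means drop in luminescence signal, shown as inhibition above about 50% in the replicate tests, limit read from the data, passing the limit was not always enough; inconclusive means probably only some replicates passing the limit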;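 further: agonist challenge used bursicon conditioned medium at about half maximal strength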
Casp6 inh = human caspase-6 inhibitors, primary screen, biochemical, VEID-R110 fluorescence, single point, set 2; P55212; purified caspase-6, Z-VEID-R110 cleavage fluorescence; inhibition, % at 12.5 µM; hit rate 0.53% among 350,000; AID 686996, 2013;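 active means mean inhibition across replicates at least about 35%, with every replicate also reaching that limit, limit read from the data; inconclusive means only one of the two criteria met; inactive means neither criterion met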;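 further: 0% = median of neutral control wells and 100% = no fluorescence left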
Target sequence (P55212 24-179 limits assumed): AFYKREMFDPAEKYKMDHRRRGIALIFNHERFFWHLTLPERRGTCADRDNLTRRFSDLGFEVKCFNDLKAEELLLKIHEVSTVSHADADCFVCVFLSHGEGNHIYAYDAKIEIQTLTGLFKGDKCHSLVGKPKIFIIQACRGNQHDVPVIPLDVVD
Target sequence (P55212 194-293 limits assumed): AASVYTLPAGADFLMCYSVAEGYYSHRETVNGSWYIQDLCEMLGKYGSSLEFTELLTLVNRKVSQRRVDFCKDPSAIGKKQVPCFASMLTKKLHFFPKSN
EWS-Fli block = EWS/Fli-driven NR0B1 reporter inhibitors, primary screen, A673 cells, NR0B1 luciferase, luminescence, MLPCN library; viability-normalised; inhibition, % at 12.6 µM; hit rate 0.67% among 350,000; AID 651661, 2012;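 active means mean inhibition of at least 50% after viability correction, with every replicate also passing that limit; inconclusive means mean reaches 50% but only one of two replicates passes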;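 further: firefly luciferase signal divided by Alamar Blue viability fluorescence both relative to DMSO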
SIRT5 block = SIRT5 desuccinylase inhibitors, primary screen, biochemical, fluorescence imaging, single point, set 5; NAD-dependent protein deacylase sirtuin-5, mitochondrial (Homo sapiens), Q9NXA8; inhibition, % at 15 µM; hit rate 1.1% among 330,000; Purified SirT5, succinyl-peptide AMC, trypsin-coupled fluorescence; in the data active means inhibition above about 15%; inconclusive means no clear call, values can overlap the other calls
Target sequence (Q9NXA8 whole entry, looked up): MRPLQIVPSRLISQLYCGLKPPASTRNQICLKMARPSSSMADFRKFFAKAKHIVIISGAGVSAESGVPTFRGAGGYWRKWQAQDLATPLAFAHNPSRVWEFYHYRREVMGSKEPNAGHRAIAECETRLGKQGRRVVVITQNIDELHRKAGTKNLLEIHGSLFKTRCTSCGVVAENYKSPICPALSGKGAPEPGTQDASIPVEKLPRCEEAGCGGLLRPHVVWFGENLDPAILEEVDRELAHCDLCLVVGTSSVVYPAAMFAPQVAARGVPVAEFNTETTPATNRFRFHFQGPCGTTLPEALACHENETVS
ARNT TACC3 PPI = disruptors of ARNT/TACC3 protein interaction, primary screen, biochemical, AlphaScreen, single concentration; AlphaScreen His-ARNT PAS-B/GST-TACC3 binding, luminescence; TACC3 fragment carries E629A point mutation; hit rate 0.66% among 390,000; inhibition, % at 9.99 µM; Transforming acidic coiled-coil-containing protein 3 (Homo sapiens), Q9Y6A5; AID 623870, 2012;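 active means mean inhibition of replicates at least 50% and at least half of replicates each reaching 50%; inconclusive means half or more replicates reach 50% but mean below 50%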;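 further: 0% = complete ARNT plus TACC3 wells and 100% = ARNT alone without TACC3; many hits fall short of the cut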
An asterisk follows results filed as active; ? = inconclusive; . = not tested or not shown; & = joins results of further samples.

smiles,PAX8 inh HTS,DENV2 CPE rescue,LGR2 antag,Casp6 inh,EWS-Fli block,SIRT5 block,ARNT TACC3 PPI
Cc1ccc(N(CC(=O)NCc2ccco2)C(=O)CCC(=O)Nc2nccs2)c(C)c1,13,10,-9,-1,1,0,.
CCCC#Cc1ccc([C@H]2[C@H](CO)N3C(=O)CN(C(=O)NC4CCCC4)C[C@@H]23)cc1,-8,7,-15,-2,3,0,.
Cc1ccc2nc(NC(=O)c3ccc(-c4nc5ccccc5s4)s3)sc2c1,-25,9,-16,4,-4,-1,6
O=C(C[C@@H]1C/C=C\CCCC(=O)OC[C@@H]2CCCN2C1=O)N[C@H](CO)Cc1ccccc1,9,?,-21,-2,-6,-6,-8
Cc1cccc(NC(=O)NCc2ccc3c(c2)OCO3)c1C,-10,-6,-8,-2,4,1,-7
CCC(=O)N1C[C@@H](C)[C@@H](OC)CN(C)C(=O)c2cc(NC(=O)c3ccccc3)ccc2OC[C@H]1C,.,0,-5,.,1,4,-9
Cn1c(=O)c2c(nc(SCc3ccccc3F)n2C)n(C)c1=O,15,15,-1,-3,11,4,2
CN1CCN(S(=O)(=O)c2ccc(SCCOc3ccc(Cl)cc3)nc2)CC1,10,?,-2,-6,12,2,.
O=C(CN1CCN(S(=O)(=O)c2ccc(F)c(F)c2)CC1)Nc1ccccc1C(=O)NC1CC1,-2,2,1,0,4,-1,1
O=C(C[C@H]1CC[C@H]2[C@@H](COC[C@H](O)CN2C(=O)c2ccncc2)O1)NCc1cccc(F)c1,-11,5,13,.,1,.,-2
CCOc1ccc(NC(=O)CN2C(=O)NC3(CCCC3)C2=O)cc1S(=O)(=O)N1CCCCC1,-4,4,0,1,4,0,-3
CNC[C@H]1Oc2c(NC(=O)C3CCCCC3)cccc2C(=O)N([C@@H](C)CO)C[C@@H]1C,-6,2,-14,2,-4,-2,1
Cc1nn(Cc2ccc(C(=O)N3CCCC3)o2)c(C)c1[N+](=O)[O-],0,-2,25,0,5,-3,-10
Cc1c(NS(=O)(=O)c2ccc(Br)cc2)c(=O)n(-c2ccccc2)n1C,2,?,-12,2,3,-1,3
O=C1/C(=C/c2ccc([N+](=O)[O-])cc2)C=C(c2ccccc2)N1c1ccc(O)cc1,.,4,33,2,-12,-5,7
CC(=O)OC[C@H]1O[C@@H](O[C@H]2C[C@]3(C)C(C[C@@H](O)C4C([C@]5(C)CC[C@@H](C(C)(C)O)O5)CC[C@]43C)[C@@]3(C)CC[C@H](O)C(C)(C)C23)[C@H](O[C@@H]2O[C@@H](C)[C@H](O)[C@@H](O)[C@H]2O)[C@@H](O)[C@@H]1O (stereo not given in full),-1,?,1,-6,0,-1,-1
CN1CCN(C(=O)C[C@@H]2CC[C@@H](NC(=O)Nc3ccccc3F)[C@@H](CO)O2)CC1,-20,-3,0,-3,5,-2,-5
O=C(N/N=C/C=C/c1ccco1)c1cccc([N+](=O)[O-])c1,-9,.,1,.,.,.,-13
CCOC(=O)c1sc2nc(CC(=O)OC)nc(NCC(=O)OC)c2c1C,.,-3,-9,1,5,-2,-6
COc1ccc(C2=NOC(Cn3nc(C(=O)NCc4cccs4)cc3-c3ccccc3)C2)cc1 (stereo not given),23,-13,16,1,-7,-5,-10
O=C(C1=C(O)C(=O)N(CCc2ccccc2)C1c1ccncc1)c1cc2ccccc2o1 (stereo not given),12,-9,-18,4,4,3,-3
Nc1cccnc1S(=O)(=O)c1ccccc1,-3,-2,-2,-2,-8,-3,-7
Cc1cc(S(=O)(=O)Nc2ccc3c(c2)n(C)c(=O)n3C)ccc1F,6,-4,-4,6,11,-2,-15
Cc1ccc(C(=O)OC(C(=O)Nc2ccc(Cl)cc2C(F)(F)F)c2ccccc2)cc1 (stereo not given),13,-6,.,0,1,.,-3
CCOC(=O)c1cc2c(=O)n3cccc(C)c3nc2n(CC2CCCO2)c1=NC(C)=O (stereo not given),3,-2,.,6,-3,.,3&16
CO[C@@H]1CN(C)C(=O)c2ccc(NC(=O)Nc3ccccc3F)cc2OC[C@@H](C)N(C(=O)Nc2ccccc2F)C[C@H]1C,-3,?,-18,-1,8,4,3
COc1cccc(CN(C)C(=O)c2[nH]c(C)c(C(C)=O)c2C)c1OC,21,1,3,-3,14,0,.
CCOc1cc(CNCCCN2CCOCC2)cc(Br)c1OCc1ccccc1Cl,36,-9,?,-7,42,2,-1
CCOC(=O)c1c(-c2ccc(OC)cc2)oc2ccc(O)cc12,-2,6,1,1,-1,1,-7
COc1ccc(OC)c(NC(=O)CSc2nnc(-c3cnccn3)n2C)c1,8,-2,-8,2,-1,1,6
C[C@@H]1CN([C@H](C)CO)C(=O)Cc2cc(NS(=O)(=O)c3ccc(Cl)cc3)ccc2O[C@@H]1CN(C)Cc1ccncc1,24,-5,11,1,18,0,-4
COc1ccc(NC(=O)c2cccc(N3C(=O)C4C5C=CC(C6CC56)C4C3=O)c2)c(OC)c1 (stereo not given),4,2,3,1,5,1,-3
Cc1cc(C(=O)COC(=O)c2ccc([N+](=O)[O-])o2)c(C)n1CC1CCCO1 (stereo not given),-43,3,-6,14,2,3,11
Cc1noc(C)c1S(=O)(=O)N(C)C[C@@H]1Oc2ccc(N(C)C)cc2CC(=O)N([C@H](C)CO)C[C@@H]1C,-11,-17,-2,1,-11,4,-6
COc1ccc(-c2ccc(C3[C@@H]4CN(C(=O)c5cnccn5)C[C@H]3N4)cc2)cc1 (stereo not given in full),9,?,14,.,3,.,.
COc1ccc(-c2cn[nH]c2-c2ccc(OC)cc2O)cc1,-22,-9,17,4,-19,1,0
CCOC(=O)N1CCN(C(=S)Nc2ccc(C)cc2)CC1,-3,.,-4,.,.,.,6
COc1ccccc1CNS(=O)(=O)c1ccc2c(c1)NC(=O)CO2,0,2,8,19,.,0,-6
O=C(Nc1ccc2c(c1)OCO2)N[C@H]1CC[C@H](CCNC(=O)C2CCC2)O[C@@H]1CO,-12,-10,-5,4,-18,1,-1
CC(=O)N(c1nnc(-c2ccc(C)cc2)s1)C1CCCC1,-78,9,-34,5,-69,-3,-6
COc1ccc(N2CCN(C(=O)COC(=O)c3ccccc3OCc3ccc(F)cc3)CC2)cc1,-13,6,-14,-18,3,-4,6
COc1ccccc1CNC(=O)C1CCN(S(=O)(=O)N2CC(C)CC(C)C2)CC1 (stereo not given),.,.,15,0,-1,-2,-5
CCC(=O)Nc1ccc2c(c1)C(=O)N(C)C[C@@H](OC)[C@H](C)CN(C(=O)NC(C)C)[C@@H](C)CO2,.,10,-12,2,-2,-3,-6
CCN1C(=O)[C@H]2[C@@H](c3ccc(-c4ccc5c(c4)OCO5)c(OC)c3)N[C@@](Cc3ccccc3)(C(=O)OC)[C@H]2C1=O,9,-5,-3,-2,13,.,10
CC(=O)NC(CC(=O)NCC(=O)Nc1ccc(F)c(F)c1)c1ccccc1 (stereo not given),-5,14,-15,0,3,-2,-8
COc1ccc(C#Cc2ccc3c(c2)[C@]2(C(=O)N3)[C@H](C(=O)N3CCCCCCC3)[C@H]3C(=O)O[C@H](c4ccccc4)[C@H](c4ccccc4)N3[C@@H]2c2ccccc2OCCO)cc1,14,-6,.,-1,-10,11,45
Cc1noc(C)c1NC(=O)N(C)C[C@H]1OCCCC[C@H](C)Oc2ccc(NC(=O)CCC(F)(F)F)cc2C(=O)N([C@@H](C)CO)C[C@@H]1C,-20,-4,-16,-7,7,-2,-5
CCn1cc(C(=O)N2CCCC(N3CCN(c4cccc(C(F)(F)F)c4)CC3)C2)cn1 (stereo not given),6,-7,-6,.,6,-2,6
O=C(CSc1ncn[nH]1)Nc1c(Br)cc([N+](=O)[O-])cc1Br,7,.,14,.,.,.,-7
Cc1ccc(C(=O)Nc2nc(-c3ccc4c(c3)OCCO4)cs2)o1,-104,-6,-23,-1,-77,-5,.
CO[C@H]1CN(C)C(=O)c2ccc(NS(=O)(=O)CC(F)(F)F)cc2OC[C@@H](C)N(CC2CCCCC2)C[C@H]1C,-8,7,-10,-1,0,-1,-1
CN1CCN(C(=O)/C(=C/c2ccccc2Cl)NC(=O)c2ccccc2)CC1,-17,-5,1,1,-6,-12,-8
O=C(CNS(=O)(=O)c1cccs1)NCc1ccccc1,20,0,15,-4,2,-6,-1
CCn1c(=O)c2c(nc3n2CCCN3c2cccc(C)c2)n(C)c1=O,18,-6,6,1,1,-5,6
CC(=O)c1c(C)[nH]c(C(=O)OCC(=O)Nc2ccc([N+](=O)[O-])cc2Cl)c1C,26,1,.,1,17,2,-5
O=C(O)CCC(=O)N1CCN(c2ncccn2)CC1,23,-3,7,2,-7,1,1
COCCn1c(SCC(=O)NC(=O)NCc2ccccc2)nc2ccccc2c1=O,4,9,4,2,0,-1,2
O=C(C[C@H]1C=C[C@@H](NC(=O)Nc2ccccc2F)[C@@H](CO)O1)NCc1ccc(F)cc1,6,.,-15,-4,-3,0,-2
COc1ccnc2c1c(=O)n(Cc1cccc(F)c1)c(=O)n2C,1,2,9,-1,-19,-4,0
C[C@H](CO)N1C[C@H](C)[C@@H](CN(C)Cc2ccc(C(=O)Nc3ccccc3N)cc2)Oc2ccc(NS(C)(=O)=O)cc2CC1=O,8,-6,2,-1,3,.,-7

The listing continues.
smiles,PAX8 inh HTS,DENV2 CPE rescue,LGR2 antag,Casp6 inh,EWS-Fli block,SIRT5 block,ARNT TACC3 PPI
CCC(=O)N[C@@H]1CC[C@H](CCn2cc(-c3cccc(OC)c3)nn2)O[C@H]1CO,-17,9,17,2,-2,-2,0
CC(Oc1ccc(Cl)cc1Cl)C(=O)NCCC1=CCCCC1 (stereo not given),4,.,-5,.,.,.,-27
CSc1ccc(Cl)c(C(=O)Nc2nccs2)c1,26,8,3,-5,-1,-2,1
CC(Sc1ccc(S(=O)(=O)N2CCN(C)CC2)cn1)C(=O)NC1CCCC(C)C1C (stereo not given),12,-10,-7,-4,-6,.,.
CC(c1ccccc1)N1C(=O)C2C3CCC(C3)C2C1=O (stereo not given),5,.,13,.,.,.,1
